Assay outcomes (PubChem)
GAA glycogen: alters human alpha-glucosidase cleavage of glycogen. AID 2100. Potency, µM (top dose mostly 76.4 µM), inactives show top-dose activity change, negative = inhibition, most hits filed as inhibitors. actives 0.38% (n = 300,000). recombinant GAA, glycogen substrate, Amplex Red glucose oxidase fluorescence; active = well fitted inhibition curve with a large enough effect; inconclusive = small, poorly fitted or top-dose-only effect, or another doubt; inactive = no such curve, though single readings can be large or run the other way;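 note: 0% = full enzyme reaction and -100% = no-enzyme basal signal; the screen sought inhibitors and activators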
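qHTS, 1536-well; enzyme 4 nM final; cpd up to 77 uM; substrate bovine liver glycogen 30 ug; 50 mM citrate/phosphate pH 5.0, 0.01% Tween-20; 37 C, 40 min; Amplex Red detection 45 min RT; Hill fit → AC50.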
The depositor's hits bear a star; ? = inconclusive; [ ] = dose if it differs, or a comment. Potency is the fitted concentration of half-maximal effect. Some of the compounds tested (hit frequency here may not be typical).

GAA glycogen	canonical_smiles
-6%[76.3 µM]	Cc1ccsc1CN(C(=O)c1ccc([N+](=O)[O-])cc1)C1CCS(=O)(=O)C1 (centres undefined)
1%	COCCNC(=O)c1cc2cc3ccc(OC)cc3nc2o1
0%	c1csc(-c2nc(N3CCCCC3)no2)c1
-2%[76.3 µM]	O=C(Nc1ccc2c(c1)CCCN2C(=O)c1ccccc1)c1ccccc1Br
-4%[76.3 µM]	N#CCC(=O)N/N=C\c1ccccc1OC/C=C/c1ccccc1
14%	COc1cccc(N(CC(=O)NC2CCCCC2)C(=O)c2snc(C(N)=O)c2N)c1
-2%[76.3 µM]	COCCC(=O)N1CCC(Oc2ccc(C(=O)N3C[C@H]4CC[C@H]3C4)cc2)CC1
-6%[76.3 µM]	CC1(C)Cc2c(cnn2-c2ccc(F)cc2)C(NC(=O)c2ccc(=O)oc2)C1 (centres undefined)
12%[76.3 µM]	Cc1oc2cc3oc(=O)c(CC(=O)NCC(=O)N[C@@H](C(=O)O)c4ccccc4)c(C)c3cc2c1C
0%	COc1ccccc1NC(=O)c1cc2c(CO)cnc(C)c2oc1=Nc1cc(OC)c(OC)c(OC)c1
-3%	CCCN(CCC)S(=O)(=O)c1cc(CN2C(=O)c3cccnc3C2=O)ccc1OC
-24%	O=C(O)CCC(=O)Nc1ccc2c(c1)Cc1cc(NC(=O)CCC(=O)O)ccc1-2
7%	CC(C)C(=O)N1CCN(S(=O)(=O)c2ccc3ccccc3c2)CC1
2%	Cc1c(CC(=O)O)c(=O)oc2cc(OCc3ccc(F)cc3Cl)ccc12
-1%[76.3 µM]	Cc1ccc2nc(-c3ccncc3)cc(C(=O)Nc3ccc(F)cc3C)c2c1
4%	CCCc1cc(=O)oc2cc(OCc3ccc(C(=O)O)o3)ccc12
-9%	O=C1c2cccnc2C(=O)N1c1cccc([N+](=O)[O-])c1
-17%[76.3 µM]	C=CCn1c(SCc2ccccc2F)nc2cc(C(=O)O)ccc2c1=O
-13%[76.3 µM]	COc1cc(Cl)ccc1OCc1cc(C(=O)NC(C)Cc2cccnc2)no1 (centres undefined)
?	Cc1ccc(C(c2c(C)[nH][nH]c2=O)c2c(C)[nH][nH]c2=O)cc1
0%[15.3 µM]	COc1ccc([C@]23Cc4c(ccc5ccccc45)C(O2)C2=C(CCCC2=O)O3)cc1
7%	CCc1ccc(NC(=O)Cn2cnc3sc(C)c(S(=O)(=O)N4CCOCC4)c3c2=O)cc1
-4%[76.3 µM]	CCOc1ccccc1N1CC(C(=O)NCCOc2ccccc2OC)CC1=O (centres undefined)
-8%	O=C(N/N=C/c1cc2c(cc1[N+](=O)[O-])OCO2)c1ccc2c(c1)OCO2
-14%[76.3 µM]	CCOC(=O)C1CCCN(C(=O)c2ccc3c(=O)n(Cc4ccccc4OC)c(=S)[nH]c3c2)C1 (centres undefined)
-10%[76.3 µM]	COc1cc(/C=C2/C(=N)N3C(=NC2=O)SN=C3S(C)(=O)=O)ccc1OS(=O)(=O)c1ccccc1
-9%[76.3 µM]	COc1ccc(C(=O)N/C(=C/c2ccco2)C(=O)N2CCCCCC2)cc1
-1%[76.3 µM]	Cc1cccnc1NC(=O)c1ccc(COc2ccccc2)o1
5%[76.3 µM]	O=S(=O)(Nc1cc(Cl)cc(Cl)c1)N1CCOCC1
?	Cc1cc(NC(=O)c2sc3ccccc3c2O)no1
10%	CC(=O)Cc1nsc(NC(=O)c2ccc(COc3ccccc3C)o2)n1
-7%[76.3 µM]	CCN1CCN(C(=O)CS(=O)(=O)Cc2nc(-c3ccccc3C)oc2C)CC1
-9%[76.3 µM]	Cc1ccccc1NCCC(=O)Nc1ccc(Cl)cc1
-2%[76.3 µM]	CN(CCc1ccccn1)C(=O)c1cc(COc2ccc(F)cc2F)on1
8%	CCCNC(=O)CCCN1C(=O)c2ccccc2Sc2ncccc21
-2%	C=CCNC(=O)c1ccc2c(=O)n(Cc3ccccc3OC)c(=S)[nH]c2c1
-8%[76.3 µM]	CCc1ccc(CN(C)C(=O)C2CCC(=O)N(Cc3cccc(OC)c3)C2)nc1 (centres undefined)
?	Cc1cccc(N/N=C/c2ccncc2)c1
-3%	CC(C)NC(=O)[C@H]1N2C(=O)c3ccccc3C2SC1(C)C (some centres undefined)
-14%[76.3 µM]	COc1cc(C(=O)N(Cc2ccccc2)c2cccc(C)c2)ccc1OC(F)F
0%[76.3 µM]	Cc1ccccc1S(=O)(=O)Cc1ccc(C(=O)NCCCN2CCC(C)CC2)o1
-3%	O=C(c1cccnc1)N1CCN(Cc2ccc3ccccc3c2)CC1
6%[76.3 µM]	O=C(Nc1ccnn1C1CCN(Cc2ccc(Cl)cc2)CC1)C1CCCC1
-11%[76.3 µM]	CCCOc1ccc(-c2c(C(=O)N/N=C/C3CCCCC3)nnn2-c2nonc2N)cc1
0%	Cc1ccc(C(=O)OCC(=O)N2CCOCC2)cc1
-6%[76.3 µM]	O=C(NC1CCCCC1)c1cc([N+](=O)[O-])ccc1N1CCCC1
-3%[76.3 µM]	CN(C)CCN(C(=O)c1ccc2ccccc2c1)c1nc2c(F)cc(F)cc2s1
3%	CCN(CC)S(=O)(=O)c1ccc(OCC2CCCCO2)c([N+](=O)[O-])c1 (centres undefined)
3%	CCOC(CCn1ccc(O)c(Cc2ccc(Cl)cc2)c1=O)OCC
4%	O=C(NC1CCCC1)C(c1ccncc1)N(C(=O)c1csnn1)c1ccc(Cl)cc1 (centres undefined)
8%[76.3 µM]	O=C(Nc1ccnn1C1CCN(Cc2cc3ccccc3[nH]2)CC1)C1CCOC1 (centres undefined)
-11%[76.3 µM]	O=C(Nc1ccc(-n2cccn2)cc1)C1CCN(Cc2ccccn2)CC1
5%	Cc1ccc(S(=O)(=O)NC(=O)Nc2cccc([N+](=O)[O-])c2)cc1
-13%[76.3 µM]	COc1cc(CCC(=O)Nc2c(C(=O)N3CCN(c4ccccc4OC)CC3)oc3ccccc23)on1
-15%	Cc1nc2ccccc2c2ncccc12
6%[76.3 µM]	CC1CN(C(=O)c2cccc(S(=O)(=O)N3CCN(c4ccc(F)cc4)CC3)c2)CC(C)O1 (centres undefined)

The listing continues:
GAA glycogen	canonical_smiles
-7%[76.3 µM]	Cc1ccc(CNC(=O)[C@@H](NC(=O)C2CCN(C(=O)[C@@H]3CCCN3)CC2)C(C)C)cc1
1%[76.3 µM]	O=C(C1CCCN(S(=O)(=O)c2ccc(Br)cc2)C1)N1CCOCC1 (centres undefined)
4%[76.3 µM]	O=C1CSc2ccc(S(=O)(=O)N3CCN(c4ccccc4F)CC3)cc2N1
-5%	O=C1C2C3C=CC(C3)C2C(=O)N1c1cccc2ccccc12 (centres undefined)
1%[76.3 µM]	CCc1noc(N)c1C(=O)Nc1ccc(Cl)cc1
0%[76.3 µM]	O=C(CN1C(=O)c2ccccc2S1(=O)=O)NCCSCc1c(F)cccc1Cl
-10%	CCC(=O)N1CCc2cc(Br)cc(S(=O)(=O)N3CCC(C(=O)NC(C)C)CC3)c21
1%	O=C(C[N+]12CC[N+](CC(=O)c3ccc(F)cc3)(CC1)CC2)c1ccc(F)cc1
2%	COc1ccc(C(C(=O)NC2CCCC2)N(CCCO)C(=O)Cn2nnc(-c3ccc(C)o3)n2)cc1 (centres undefined)
-16%	O=C(/C=C/c1cccc(F)c1)NC1CCN(Cc2ccccc2)CC1
2%[76.3 µM]	COc1ccccc1CNC(=O)c1cc(C(C)C)nc2ccccc12
5%	CCCC(=O)Nc1c2c(nn1-c1ccc([N+](=O)[O-])cc1)CS(=O)(=O)C2
20%[76.3 µM]	CC(=O)NCCc1cnc[nH]1
-1%[76.3 µM]	C=CCn1c(SCC(=O)NCC2CCCO2)nc2scc(-c3ccc(OC)cc3)c2c1=O (centres undefined)
7%[76.3 µM]	COc1ccc(COCC(O)CN2CCCC(C(F)(F)F)C2)cc1 (centres undefined)
3%[76.3 µM]	Cc1[nH]nc2nc(SCC(=O)NCCC3=CCCCC3)n(-c3ccc(Br)cc3)c(=N)c12
0%[76.3 µM]	CC(OC(=O)c1ccc(NC(=O)CC#N)cc1)C(=O)NC(=O)NC1CCCCC1 (centres undefined)
19%	CCSc1nc2sc3c(c2c(=O)n1-c1ccc(C)cc1)CCN(C)C3
-2%	NNC(=O)COc1ccc(-c2nccc(-c3ccc(F)cc3)n2)cc1
2%	COc1ccc(S(=O)(=O)N(CC(=O)NC2CC3CCC2C3)c2ccccc2OC)cc1 (centres undefined)
?	O=C(CN1CCN(c2ccccc2F)CC1)c1ccc(O)c(O)c1
-6%[76.3 µM]	COc1ccc(C(=O)N2CCCC(O)C2)cc1OC1CCN(C(C)C)CC1 (centres undefined)
1%	O=C(C1CCCCC1)N1CCC(O)(c2ccc(Cl)cc2)CC1
2%	N/C(=N\OC(=O)Cc1ccc([N+](=O)[O-])cc1)c1ccc([N+](=O)[O-])cc1
-10%[76.3 µM]	COc1ccc(CN(C)C(=O)c2ccccc2Sc2ccccc2C#N)c(OC)c1
-1%[76.3 µM]	CSc1ccc(/C=C(/NC(=O)c2ccco2)C(=O)N2CCCCCC2)cc1
5%[76.3 µM]	Cc1cc(OC(C)C(=O)NCCN2CCOCC2)c2c(C)cc(=O)oc2c1 (centres undefined)
1%	O=C(O)c1cc2ccccc2c(N=Nc2cccnc2)c1O
3%	CCOc1ccc(NC(=O)N(Cc2ccc(C)cc2)Cc2ccccn2)cc1
-8%	Cc1ccc(C)c(OCC(=O)Nc2ccc(S(=O)(=O)Nc3ncccn3)cc2)c1
-7%	CCCNC(=O)COC(=O)c1c2c(nc3ccccc13)CCC2
-1%	Cn1c(/C=C/c2cccc(Br)c2)nc2ccccc2c1=O
9%[76.3 µM]	CCCCNC(=O)CN1C(=O)NC(Cc2ccccc2)(Cc2ccccc2)C1=O
2%	CN1C2CCC1CC(NC(=O)c1cccc(C(F)(F)F)c1)C2 (centres undefined)
4%	O=S(=O)(Nc1ccc(S(=O)(=O)Nc2ncccn2)cc1)c1ccccc1
0%[76.3 µM]	CCOC(=O)c1ccc(NC(=O)CSc2nnc(CNC(=O)c3ccco3)o2)cc1
-9%[76.3 µM]	Cc1ccc(NS(=O)(=O)c2ccc(C)c(C(=O)N3CCOCC3)c2)cc1
3%	CCCC(C(=O)NC1CCCC1)N(Cc1ccc(F)cc1)C(=O)c1snc(C(N)=O)c1N (centres undefined)
6%[76.3 µM]	O=C(Nc1ccccc1C(=O)O)c1cccc(N2C(=O)c3ccccc3C2=O)c1
1%	O=c1[nH]cccc1-c1nc2ccccc2[nH]1
1%	CCOc1cc(/C=C\c2nc(O)c([N+](=O)[O-])c(=O)[nH]2)ccc1OC(C)CC (centres undefined)
2%	COc1cc(/C=C2\SC(=S)N(CCC(=O)Nc3ccc(O)cc3)C2=O)cc(OC)c1OC
7%	COc1ccccc1NC(=O)CN1CCN(CC(=O)Nc2ccc(OC)c(OC)c2)CC1
8%[76.3 µM]	O=C(CN(C(=O)c1csnn1)c1ccc(F)cc1)NCCc1ccccc1
1%[76.3 µM]	CCN(CC)c1ccc(NC(=O)c2ccc3c(c2)OCO3)c(C)c1
2%[76.3 µM]	Cc1ccc(C)c(C(=O)COC(=O)CCN2C(=O)C3C4CCC(C4)C3C2=O)c1 (centres undefined)
4%	CC(=O)NCCc1ccc(S(=O)(=O)N2CCN(c3nc(-c4ccccc4)c(C)s3)CC2)cc1
8%	O=C(NC1CCCCC1)c1cc(-c2ccccc2Cl)on1
4%	Nc1cc(C(=O)OCC(=O)NCCNC(=O)COC(=O)c2ccc(Cl)c(N)c2)ccc1Cl
-8%	Cc1ccc2nc(N3C(=O)C(O)=C(C(=O)c4ccco4)C3c3ccc(O)cc3)sc2c1 (centres undefined)
3%	O=C(C1CCCN(Cc2cc(Br)ccc2O)C1)N1CCCCC1 (centres undefined)
1%	C/C(=N\NC(=O)c1ccccc1Cl)c1ccccn1
2%	COc1ccc(NS(=O)(=O)c2cccc3nsnc23)cc1Cl
-8%[76.3 µM]	Cc1c(C(=O)N(C)Cc2cccc(F)c2)oc2c(Cl)cccc12
-6%	CCN(c1ccc(F)cc1)S(=O)(=O)c1cccc2nsnc12
-2%[76.3 µM]	CN1CCN(c2ccccc2NC(=O)c2ccc(-c3cccc(Cl)c3)o2)CC1

A draw from above in order of molecular weight, high to low.
GAA glycogen	canonical_smiles
-10%[76.3 µM]	COc1cc(/C=C2/C(=N)N3C(=NC2=O)SN=C3S(C)(=O)=O)ccc1OS(=O)(=O)c1ccccc1
-10%	CCC(=O)N1CCc2cc(Br)cc(S(=O)(=O)N3CCC(C(=O)NC(C)C)CC3)c21
3%	CCCC(C(=O)NC1CCCC1)N(Cc1ccc(F)cc1)C(=O)c1snc(C(N)=O)c1N (centres undefined)
2%	COc1ccc(S(=O)(=O)N(CC(=O)NC2CC3CCC2C3)c2ccccc2OC)cc1 (centres undefined)
4%	O=C(NC1CCCC1)C(c1ccncc1)N(C(=O)c1csnn1)c1ccc(Cl)cc1 (centres undefined)
-11%[76.3 µM]	CCCOc1ccc(-c2c(C(=O)N/N=C/C3CCCCC3)nnn2-c2nonc2N)cc1
-2%[76.3 µM]	O=C(Nc1ccc2c(c1)CCCN2C(=O)c1ccccc1)c1ccccc1Br
-14%[76.3 µM]	COc1cc(C(=O)N(Cc2ccccc2)c2cccc(C)c2)ccc1OC(F)F
4%	O=S(=O)(Nc1ccc(S(=O)(=O)Nc2ncccn2)cc1)c1ccccc1
-1%[76.3 µM]	CSc1ccc(/C=C(/NC(=O)c2ccco2)C(=O)N2CCCCCC2)cc1
-6%[76.3 µM]	CC1(C)Cc2c(cnn2-c2ccc(F)cc2)C(NC(=O)c2ccc(=O)oc2)C1 (centres undefined)
2%	Cc1c(CC(=O)O)c(=O)oc2cc(OCc3ccc(F)cc3Cl)ccc12
1%	CCOc1cc(/C=C\c2nc(O)c([N+](=O)[O-])c(=O)[nH]2)ccc1OC(C)CC (centres undefined)
1%[76.3 µM]	CCN(CC)c1ccc(NC(=O)c2ccc3c(c2)OCO3)c(C)c1
1%	C/C(=N\NC(=O)c1ccccc1Cl)c1ccccn1
1%[76.3 µM]	CCc1noc(N)c1C(=O)Nc1ccc(Cl)cc1
